NR1D1 modulator – modulators of Rev-erb alpha DNA binding, primary screen, biochemical, FITC-DNA, fluorescence polarization, uHTS | Rev-erbα–FITC-DNA binding, 90 min | Nuclear receptor subfamily 1 group D member 1 (Homo sapiens), P20393 | 370,000 compounds, 0.79% hits | activity, % at 10 µM | AID 1259318, 2017;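 active = activity above about 14%, limit read from the data; passing the limit was not always enough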;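 also: 0% = DMSO wells with 35 nM protein and 100% = DMSO wells with 750 nM protein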
PLC-beta3 inh – human PLC-beta3 inhibitors, primary screen, biochemical, fluorescence | Purified PLC-beta3, fluorogenic substrate | inhibition, % at 12.2 µM | 370,000 compounds, 0.18% hits | AID 720704, 2013; in the data active = inhibition above about 11%;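 also: 0% = median of compound wells on plate and 100% = full blocker control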
UHRF1 MBD2 ctr – UHRF1 methylated DNA binding inhibitors, primary screen, counter-screen for MBD2 inhibitor project, biochemical, TR-FRET, human UHRF1, single concentration; E3 ubiquitin-protein ligase UHRF1 (Homo sapiens), Q96T88; UHRF1 binding to methylated oligo; inhibition, % at 4.4 µM; 370,000 compounds, 0.75% hits; AID 687016, 2013; in the data active = inhibition above about 21%;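 also: UHRF1 SRA domain binding a hemimethylated CpG hairpin DNA probe; 0% = median of test compound wells and 100% = reference inhibitor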
ARFGAP1 inh – inhibitors of rat ARFGAP1 GAP activity, primary screen, biochemical, fluorescence polarization, GDP tracer | ADP-ribosylation factor GTPase-activating protein 1 (Rattus norvegicus), Q62848 | Arfgap1-stimulated ARF1 GTP hydrolysis, GDP FP detection | inhibition, % at 16.5 µM | 360,000 compounds, 0.26% hits;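 active = inhibition above a per-plate limit, mean inhibition of low control wells plus 3 SD, cut at about 25% in these data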;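 also: 0% = DMSO wells with enzyme and 100% = wells lacking Arfgap1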
Target sequence (Q62848 1-136 limits assumed): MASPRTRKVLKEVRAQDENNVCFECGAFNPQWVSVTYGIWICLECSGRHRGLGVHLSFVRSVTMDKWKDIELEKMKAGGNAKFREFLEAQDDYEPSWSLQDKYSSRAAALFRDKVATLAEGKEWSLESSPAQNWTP
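System: truncated rat Arfgap1 GAP domain / Benchmarks: high control wells lacking Arfgap1, low control full reaction with DMSO / Times: compound-enzyme preincubation 20 min, reaction 120 min, detection 60 min, 25 °C / Repeats: one replicate per compound / Also added: human ARF1(Δ1-17)-GTP substrate / Measured by: Tracer-displacement fluorescence polarization with EDTA stop, 620/688 nm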
Tn6 DDE FP – inhibitors of Tn6 peptide binding to fibrin DD(E), primary screen, biochemical, fluorescence polarization, human fibrin, Tn6 probe | Fibrin DD(E) TRITC-Tn6 fluorescence polarization displacement | inhibition, % at 8.3 µM | 370,000 compounds, 0.21% hits;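 active = inhibition above a per-campaign cutoff: mean of compounds within control limits plus 3 SD, cut at about 15% in these data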;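 also: 0% = median of all compound wells on the plate and 100% = blocking peptide control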
Tn7 DDE FP – inhibitors of Tn7 peptide binding to fibrin DD(E), primary screen, biochemical, fluorescence polarization, human fibrin, Tn7 probe; Fibrinogen beta chain (Homo sapiens), P02675; FP displacement of FITC-Tn7 peptide from fibrin DD(E); 0% = median of compound wells per plate; 370,000 compounds, 0.13% hits; inhibition, % at 8.3 µM; AID 720508, 2013;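 active = inhibition above the mean of compounds falling within the control limits plus 3 SD of them, cut at about 14% in these data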;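 also: 0% = plate median of compound wells and 100% = 10 µM Aha-Tn7 peptide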
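system = human fibrin DD(E) protein | quantity = DD(E) 2 µM final | medium = Tris/NaCl/CaCl2 buffer, pH 7.8 | also added = labelled Tn7 tracer, 0.1 µM | compound dosing = single point at 8.3 µM | timing = compound with protein 10 min, then 3 h after probe, room temperature | signal = FP measurement | benchmarks = Aha-Tn7 high control | repeats = one replicate per compound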
proKLK7 act – proKLK7 zymogen activators, primary screen, biochemical, fluorescence intensity. activation, % at 7 µM. purified proKLK7, EDANS-DABCYL substrate fluorescence; 100% is mature enzyme control, 0% vehicle. AID 652039, 2013. Kallikrein-7 (Homo sapiens), P49862. 370,000 compounds, 0.9% hits;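 active = activation above the mean of all tested compounds plus 3 SD, computed per campaign excluding outliers beyond control limits, cut at about 13% in these data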
Target sequence (P49862 whole entry, looked up): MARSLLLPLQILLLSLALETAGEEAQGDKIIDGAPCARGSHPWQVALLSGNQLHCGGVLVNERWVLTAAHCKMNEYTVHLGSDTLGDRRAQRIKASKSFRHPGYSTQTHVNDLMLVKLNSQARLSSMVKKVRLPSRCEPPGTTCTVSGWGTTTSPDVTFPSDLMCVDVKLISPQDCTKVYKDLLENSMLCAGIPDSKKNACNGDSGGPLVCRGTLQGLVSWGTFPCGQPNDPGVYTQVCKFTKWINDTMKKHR
ASAP1 GAP inh – inhibitors of human ASAP1 ArfGAP activity, primary screen, biochemical, fluorescence polarization. Arf-GAP with SH3 domain, ANK repeat and PH domain-containing protein 1 (Homo sapiens), …. ASAP1-stimulated ARF1 GTP hydrolysis, GDP FP detection. inhibition, % at 16.5 µM. 360,000 compounds, 0.19% hits; in the data active = inhibition above about 25%;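 also: 0% = vehicle with enzyme and substrate and 100% = no enzyme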
Target sequence (Q9ULH1 325-724 limits assumed): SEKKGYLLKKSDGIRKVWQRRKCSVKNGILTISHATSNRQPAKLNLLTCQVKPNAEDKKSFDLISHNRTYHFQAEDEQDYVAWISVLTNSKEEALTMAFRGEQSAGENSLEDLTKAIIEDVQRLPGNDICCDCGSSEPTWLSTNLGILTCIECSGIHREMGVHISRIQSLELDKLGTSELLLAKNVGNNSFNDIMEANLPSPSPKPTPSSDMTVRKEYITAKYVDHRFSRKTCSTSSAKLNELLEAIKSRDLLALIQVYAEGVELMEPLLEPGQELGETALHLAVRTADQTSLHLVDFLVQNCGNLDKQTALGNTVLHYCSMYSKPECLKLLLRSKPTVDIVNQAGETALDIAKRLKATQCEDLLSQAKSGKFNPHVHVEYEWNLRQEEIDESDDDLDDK
PLC-gamma1 inh – PLC-gamma1 enzyme inhibitors, primary screen, biochemical, fluorescence, purified enzyme; 1-phosphatidylinositol 4,5-bisphosphate phosphodiesterase gamma-1 (Homo sapiens), P19174; AID 720700, 2013; 370,000 compounds, 0.84% hits; inhibition, % at 12.2 µM; fluorogenic substrate; in the data active = inhibition above about 9.5%
HGIII-sPLA2 inh – human group III sPLA2 inhibitors, primary screen, biochemical, QFRET, BODIPY PC-A2 liposome substrate; Group 3 secretory phospholipase A2 (Homo sapiens), Q9NZ20; QFRET BODIPY PC-A2 liposome hydrolysis, fluorescence; inhibition, % at 12.2 µM; 370,000 compounds, 0.56% hits; AID 743126, 2013;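 active = inhibition above mean plus 3 SD of compounds lying within the high and low control bounds, cut at about 19% in these data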;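 also: 0% = median of test compound wells and 100% = no enzyme DMSO wells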
* = called active by the depositor; i = inactive; . = no result given.

SMILES	NR1D1 modulator	PLC-beta3 inh	UHRF1 MBD2 ctr	ARFGAP1 inh	Tn6 DDE FP	Tn7 DDE FP	proKLK7 act	ASAP1 GAP inh	PLC-gamma1 inh	HGIII-sPLA2 inh
NS(=O)(=O)c1ccc(CNC(=S)NCc2ccc(Cl)cc2)cc1	3	-6	3	3	-1	1	-0.5	12	-2	2
CC(=O)N1CCN=C1SCc1ccc(F)cc1	0	7	-1	10	-2	-5	0.0	1	3	3
COCc1cc(N2CCN(c3ccccc3F)CC2)nc(-c2ccccc2)n1	-1	-4	5	7	-10	-3	0.1	21	-3	3
CC1CCCC(NC(=O)CCNC(=O)c2ccc([N+](=O)[O-])cc2)C1C (configuration not stated)	-5	-1	3	-4	5	-8	0.0	10	4	13
CCCCCC(=O)NNC(=O)Cc1ccc([N+](=O)[O-])cc1	1	0	-3	-14	-4	3	0.2	3	2	1
O=C(NNC1CC(=O)N(c2ccccc2)C1=O)c1ccccc1Cl (configuration not stated)	-4	-7	1	-4	-4	-9	0.8	-5	4	-5
CN(C)c1ccc(NC(=O)CN2CCN(S(=O)(=O)c3cc(Cl)ccc3Cl)CC2)cc1	-4	-2	13	6	1	1	0.0	7	2	12
CC(=O)c1ccc([N+](=O)[O-])c(CS(=O)(=O)c2ccc(Cl)cc2)c1	0	-3	-3	5	-3	2	0.3	9	3	-3
Cc1cccc(OCCN2CSC(=S)N(C)C2)c1	-2	-4	3	13	4	5	-0.3	-15	-5	-8
O=C(NCCc1nnc2ccc(N3CCCCCC3)nn12)c1ccccc1	-3	-5	0	5	4	-5	0.5	-8	-1	1
COc1cc2c(cc1OC)C(c1ccccc1Br)NC(=O)C2 (configuration not stated)	8	-2	4	11	2	6	-0.1	0	-1	13
CNC(=O)c1nn(C)c(=O)[nH]c1=O	3	2	-1	3	3	4	-0.4	6	4	0

2 of the compounds above, comma-delimited:
compound,NR1D1 modulator,PLC-beta3 inh,UHRF1 MBD2 ctr,ARFGAP1 inh,Tn6 DDE FP,Tn7 DDE FP,proKLK7 act,ASAP1 GAP inh,PLC-gamma1 inh,HGIII-sPLA2 inh
CN(C)c1ccc(NC(=O)CN2CCN(S(=O)(=O)c3cc(Cl)ccc3Cl)CC2)cc1,-4,-2,13,6,1,1,0.0,7,2,12
O=C(NNC1CC(=O)N(c2ccccc2)C1=O)c1ccccc1Cl (configuration not stated),-4,-7,1,-4,-4,-9,0.8,-5,4,-5

Carrying on.
SMILES	NR1D1 modulator	PLC-beta3 inh	UHRF1 MBD2 ctr	ARFGAP1 inh	Tn6 DDE FP	Tn7 DDE FP	proKLK7 act	ASAP1 GAP inh	PLC-gamma1 inh	HGIII-sPLA2 inh
O=C(NCc1ccccc1)C1C(c2ccccc2)=Nc2ccccc2N1C(=O)c1ccncc1 (configuration not stated)	1	-2	-2	-2	-2	-1	0.6	-12	-1	-7
O=C(N/N=C/c1cc([N+](=O)[O-])ccc1Cl)c1ccc2nc[nH]c2c1	-6	0	-3	21	-6	8	-0.2	7	4	3
COc1ccc2sc(-c3ccc(SC)cc3)c(-c3ccc(O)cc3)c2c1	0	i	-1	7	3	-7	-20	16	i	3
COc1ccc(C(=O)COC(=O)CNC(=O)c2cccc(OC(F)F)c2)cc1	-3	5	1	-4	-2	-7	0.5	-1	4	-2
COc1cc(Cl)c(CN2CCCC(CO)(Cc3ccccc3)C2)cc1OC (configuration not stated)	2	-3	1	-11	-2	-1	-0.1	2	-1	-9
Cc1cccc(NC(=O)CC2SC(=O)N(c3ccccc3)C2=O)c1 (configuration not stated)	-2	2	0	0	5	-2	0.3	1	1	-10
COC(=O)c1ccccc1NC(=O)c1cc2ccccc2o1	5	-10	2	16	3	4	-1.6	-1	-34	4
COc1ccccc1NC(=O)Nc1ccc2c(c1)nnn2C	-2	-12	0	8	-9	-4	-0.1	-3	-11	6
Cc1ccc(N(CCC#N)C(=O)COC(=O)C2CCN(c3ccc(C(F)(F)F)cn3)CC2)cc1	-6	1	6	2	-2	1	0.0	0	-2	2
O=C(NNC(=O)C1CCN(C(=O)Nc2ccccc2)CC1)c1ccc([N+](=O)[O-])cc1	-2	-4	1	2	-2	6	0.3	-1	3	-2
COc1ccc(OC)c(S(=O)(=O)N2CCCC2C(=O)NC(C)c2ccccc2)c1 (configuration not stated)	2	-5	2	5	0	-9	-0.4	-8	0	0
COc1cc2c(cc1OC)CN(C(=O)CN1CCN(S(=O)(=O)c3ccccc3Br)CC1)CC2	3	-278	-4	10	-2	6	30*	-2	-186	-3
CC/C(=N\NC(=O)c1cc(C)oc1C)c1ccc(OC(F)F)cc1	-3	-10	-1	-15	2	-5	0.3	0	-2	6
Clc1ccc(-c2csc(Nc3ccccc3)[n+]2Cc2ccco2)c(Cl)c1	5	0	1	16	6	-11	0.6	5	0	6
Fc1cccc(CSc2ccc(-c3ccc4c(c3)OCO4)nn2)c1	3	0	-4	2	0	-4	0.2	-3	0	-4
COc1ccc(CN2CC(C(=O)NCCCN3CCCCC3)CC2=O)cc1 (configuration not stated)	-2	-9	0	-21	-2	-1	-0.5	1	4	2
COc1ccc(S(=O)(=O)N(C)C)cc1NC(=O)CCCSc1ccccc1	1	-3	-2	-7	0	-9	0.0	8	0	-6
Cc1cccc(CC2S/C(=N/c3cccc(C)n3)NC2=O)c1 (configuration not stated)	16	-7	0	9	0	0	-0.2	2	3	-13
CC(=O)CC[C@H]1CC[C@]2(CCCN(Cc3nccn3C)C2)O1	-5	-1	1	.	-1	-6	-0.4	.	0	9
Cc1nc(Cl)c(C(=O)NCc2ccccc2)c(C)c1Cl	-5	-5	1	18	-2	-5	0.8	7	5	-2
COc1ccc(CCNC(=O)C2CC(=O)N(C3CCCCC3)C2)cc1OC (configuration not stated)	4	-2	0	-4	-3	-8	-0.6	-6	11*	-6
CCn1c(-c2cc(Br)ccc2O)n[nH]c1=S	3	-29	4	3	0	0	-0.8	4	-19	19
CCCn1nnc(NC(=O)c2ccccc2Cl)n1	-3	0	3	2	8	10	-1.0	13	0	9
O=[N+]([O-])c1cccc(-c2ccc(CN3CCN(c4ccccc4)CC3)o2)c1	5	-4	2	1	-2	2	0.2	-7	-1	15

Looked up above:
Under ASAP1 GAP inh, O=[N+]([O-])c1cccc(-c2ccc(CN3CCN(c4ccccc4)CC3)o2)c1 has the entry -7
Under NR1D1 modulator, CCn1c(-c2cc(Br)ccc2O)n[nH]c1=S has the entry 3
Under ASAP1 GAP inh, COc1ccc(S(=O)(=O)N(C)C)cc1NC(=O)CCCSc1ccccc1 has the entry 8
Under Tn7 DDE FP, Fc1cccc(CSc2ccc(-c3ccc4c(c3)OCO4)nn2)c1 has the entry -4
Under ASAP1 GAP inh, Clc1ccc(-c2csc(Nc3ccccc3)[n+]2Cc2ccco2)c(Cl)c1 has the entry 5

Next records:
SMILES	NR1D1 modulator	PLC-beta3 inh	UHRF1 MBD2 ctr	ARFGAP1 inh	Tn6 DDE FP	Tn7 DDE FP	proKLK7 act	ASAP1 GAP inh	PLC-gamma1 inh	HGIII-sPLA2 inh
CCOCc1c(C(=O)OCC(=O)/C(C#N)=C(\C)N)oc2ccccc12	-2	-5	-1	-12	-1	2	0.4	-4	0	-12
C=CC(C)(C)c1c2occc2c(O)c2ccc(=O)oc12	2	-18	-1	11	2	0	-0.2	-6	-15	7
CN(C)CCCN(Cc1ccc2c(c1)OCO2)C(=O)NC1CCCCC1	-2	-3	-4	-8	-1	-1	-0.1	-15	6	-1
COc1ccccc1CCNC(=O)c1cc(-c2ccncc2)nc2ccc(Br)cc12	-14	-1	-2	5	2	-2	-0.1	6	4	3
CC(C)OCCCn1c(=O)c2ccccc2n2c(CCC(=O)O)nnc12	-2	-4	0	9	1	-6	0.7	12	0	4
Cc1ccc(NC(=O)C2(c3ccccc3)CCOCC2)cc1	-7	0	-2	-2	6	-2	0.0	-5	3	-1
Nc1c(C(=O)NCC(O)c2ccccc2)cnn1-c1ccccc1 (configuration not stated)	5	-1	1	.	-2	3	0.2	.	5	3
C#CCN(C[C@H]1[C@H](OC(=O)NCc2ccccc2)[C@H](OC(=O)NCc2ccccc2)C[C@@H](C(=O)OC)[C@H]1C(=O)OC)S(=O)(=O)c1ccc(C)cc1	1	-1	3	5	3	4	0.4	-6	4	-1
CCOc1ccc(C(=O)N2CCN=C2SC)cc1OCC	2	1	5	1	-4	2	0.1	2	4	2
CCCCN(C)C(=O)CCC(=O)Nc1ccc2nc(N3CCN(C)CC3)cc(C)c2c1	1	-33	5	9	6	6	1.6	-13	-14	4
Cc1cc(C)cc(NC(=S)N2CCC(N(C)CC3CCCO3)CC2)c1 (configuration not stated)	-3	-4	1	-2	0	2	-0.4	1	2	-3
O=c1[nH]c(/C(Cl)=C/c2cccc(C(F)(F)F)c2)nc2cc(Cl)ccc12	3	3	1	5	9	-2	0.8	9	1	-4
